Platelet DG rel: modulates dense granule release in human platelets | AID 1663 | human platelet-rich plasma, SFLLRN dense granule ATP release, luminescence | 300,000 tested, 0.22% active | inhibition, %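 (compounds screened at 7.5 µM in platelet-rich plasma)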;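 active = mean replicate score, as percent of positive control, at or above 50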
TRPC6 activator: activators of mouse TRPC6 channel; Q61143; HEK293-TRPC6 membrane potential dye fluorescence; active compounds read high; B-score at 10 µM; 310,000 tested, 0.13% active;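 active = B-score of the integrated fluorescence ratio above library mean plus 3 SD, and starting fluorescence ratio within library mean plus 5 SD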;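 also: higher score means more depolarization so channel activation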
HIF activator: HIF pathway transcriptional activation; U2OS HRE-luciferase reporter, luminescence; normalized: DMSO 0%, desferrioxamine 100%; activation, % at 7.5 µM (by protocol); 300,000 tested, 0.32% active;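 active = mean activation of at least 10% of the iron chelator positive control signal, with at least half of replicates also reaching 10%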
TRPC4 inh: TRPC4 (mouse) channel inhibition. Q9QUQ5. HEK293 TRPC4beta/mu-opioid, DAMGO-evoked Fluo4 calcium flux; active compounds read low. B-score at 10 µM. 300,000 tested, 0.39% active. AID 2247;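 active = B-score over 3 SD under the library average, no early fluorescence shift, positive overall ratio signal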
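Material: HEK293 cells with stable TRPC4beta plus mu-opioid receptor expression / Probe or stimulus: DAMGO in two steps, submaximal then maximal / Compound: single concentration per test compound / Technique: kinetic Fluo4 fluorescence imaging of calcium influx / Read-out: per-well B score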
SKKanGAS inh: SKKanGAS growth inhibition; S. pyogenes SKKanGAS, kanamycin growth, BacTiter-Glo, 6 h; inhibition, % at 7.5 µM; 300,000 tested, 1.3% active;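 active = mean replicate score, as percent of positive control median, at least 50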;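 also: strain carries kanamycin resistance gene driven by streptokinase promoter and grows in 40 µg/ml kanamycin; loss of luminescence reflects streptokinase promoter inhibition or plain growth inhibition; 0% = median of DMSO wells and 100% = positive control at its reference dose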
MrgX1 PAM: human MrgX1 positive allosteric modulation, primary screen; MrgX1-HEK293, Fluo-4 calcium flux, FDSS; active compounds read high; 310,000 tested, 0.63% active; B-score at 10 µM; Q96LB2;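 active = plate-corrected calcium response at least 3 library SD above typical, normal starting fluorescence, not activating the receptor alone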;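 also: compound read alongside a low EC10 to EC30 dose of BAM8-22 agonist; peak minus trough fluorescence over baseline measured at the second addition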
Target sequence (Q96LB2 whole entry, looked up): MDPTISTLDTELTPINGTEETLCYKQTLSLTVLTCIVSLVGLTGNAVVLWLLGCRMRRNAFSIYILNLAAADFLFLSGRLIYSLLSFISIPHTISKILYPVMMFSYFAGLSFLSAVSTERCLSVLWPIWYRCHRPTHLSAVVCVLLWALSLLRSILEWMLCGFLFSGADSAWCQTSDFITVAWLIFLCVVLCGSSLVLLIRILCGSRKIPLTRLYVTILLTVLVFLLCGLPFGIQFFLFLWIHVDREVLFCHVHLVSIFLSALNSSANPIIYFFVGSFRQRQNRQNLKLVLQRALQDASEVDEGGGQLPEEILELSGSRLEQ
MrgX1 ag: human MrgX1 receptor agonism, primary screen; B-score at 10 µM; 310,000 tested, 0.44% active; MrgX1-HEK293 cells, Fluo-4 calcium fluorescence, agonist mode; active compounds read high;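 active = calcium response B-score plate-corrected fluorescence ratio at least 3 library SD, with starting fluorescence B-score inside 5 SD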
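System: HEK293 cells stably expressing human MrgX1 receptor; Dosing: test compound in the initial addition of three; Schedule: overnight plating, then 30 min 37 °C plus 30 min room-temperature dye loading; Detection: kinetic calcium dye fluorescence, Fluo-4 NW; Controls: per-plate positive and negative controls for Z′ factor.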
MrgX1 antag: human MrgX1 receptor antagonism, primary screen. Q96LB2. MRGX1-HEK293 calcium flux, Fluo-4, BAM8-22 antagonism; active compounds read low. B-score at 10 µM. 310,000 tested, 1.3% active. AID 588676;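 active = calcium-response B-score plate-corrected more than 3 library SD below zero, starting fluorescence within 5 deviations, no agonist response on first addition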;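 also: peak minus trough fluorescence over baseline after final BAM8-22 challenge near maximal dose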
RGS4 block: inhibitors of human RGS4; P49798; HEK293 M3R/RGS4 inducible, Fluo-4 calcium flux; active compounds read high; triggered by carbachol at its EC20; B-score at 10 µM; 310,000 tested, 0.45% active;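 active = B-score, a plate-corrected calcium signal, over three deviations above library mean, with baseline fluorescence within five deviations of library mean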;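 also: RGS4 expression induced by doxycycline in cells with stable M3 receptor; B-score is computed from the integrated fluorescence ratio over baseline after carbachol; higher B-score means a larger calcium signal and so more RGS4 inhibition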
Target sequence (P49798 whole entry, looked up): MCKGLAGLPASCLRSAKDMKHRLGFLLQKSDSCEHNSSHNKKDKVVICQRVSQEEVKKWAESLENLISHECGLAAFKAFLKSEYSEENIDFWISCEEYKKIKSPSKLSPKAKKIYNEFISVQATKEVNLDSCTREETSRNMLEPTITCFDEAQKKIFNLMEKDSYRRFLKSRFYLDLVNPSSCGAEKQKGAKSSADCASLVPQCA
TRPC6 inhibitor: mouse TRPC6 channel inhibition | Q61143 | 310,000 tested, 1.1% active | AID 2553 | HEK293-TRPC6, membrane potential dye, ACh-evoked depolarization; active compounds read low | B-score at 10 µM;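 active = B-score under library mean minus 3 SD, initial fluorescence not abnormally high, positive integrated signal ratio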;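 also: B-score derived from integrated fluorescence ratio over the kinetic read; more negative B-score means stronger inhibition of depolarization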
RGS4 act: RGS4 potentiation or activation; B-score at 10 µM; HEK293 M3R/inducible RGS4, carbachol calcium flux Fluo4; active compounds read low; 310,000 tested, 0.92% active;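 active = B-score of the integrated calcium signal more than 4 SD below the library mean, with starting fluorescence not abnormally high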;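 also: negative B-score means reduced calcium response which marks RGS4 activation or potentiation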
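Reagent: ECmax carbachol challenge; Test system: M3R-expressing HEK293 line, RGS4 induced by doxycycline; Schedule: overnight RGS4 induction, 30 min dye load 37 °C, 20 min compound RT; Detection: calcium dye Fluo4 fluorescence; Read-out: Agonist-evoked peak-minus-minimum fluorescence over baseline, integrated ratio, B score.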
* marks the source's active call; other numbers are inactive results; i = inactive. An unsorted share of the library. Share with any hit: about 6.1%.

SMILES	Platelet DG rel	TRPC6 activator	HIF activator	TRPC4 inh	SKKanGAS inh	MrgX1 PAM	MrgX1 ag	MrgX1 antag	RGS4 block	TRPC6 inhibitor	RGS4 act
Clc1ccc(-c2ccc(C=Nc3ccc(N4CCOCC4)cc3)o2)c(Cl)c1	2	i	-0.4	i	-4	i	i	i	5.4*	i	i
CC(=O)c1cccc(Nc2cc(C)nc3ccc(C)cc23)c1	-2	i	0.7	i	-3	i	i	i	i	-6.6*	i
CCOC(=O)C1(Cc2cccc(F)c2)CCN(C(=O)c2ccoc2C)CC1	-17	i	-53	i	-11	i	i	i	i	i	i
CC(=O)c1c(C(C)=O)c(C)n(C(c2ccccc2)c2ccccc2)c1C	-4	i	-0.1	i	-4	i	i	i	i	i	i
COc1ccc(NCc2ccc3c(c2)OCO3)cc1Cl	3	i	0.0	i	-5	i	i	i	i	i	i
Cc1cc(C)cc(Oc2coc3c(CN(C)C)c(O)ccc3c2=O)c1	4	i	-3.2	i	-3	i	i	i	i	i	i
CC(C)NS(=O)(=O)c1ccc(NC(=O)Cc2ccsc2)cc1	12	i	0.3	i	-9	i	i	i	i	i	i
Cc1ccccc1NC(=O)c1ccccc1NC(=O)Cc1cccc2ccccc12	-1	i	-0.1	i	-6	i	i	i	i	i	i
CCn1c(CNc2ccccc2Cl)nnc1SCC(=O)OC1CCCCC1	7	i	0.0	i	-8	i	i	i	i	i	i
Cc1c(Cl)c([N+](=O)[O-])nn1CCCC(=O)Nc1cc(Cl)ccc1Cl	13	i	-0.5	i	-3	i	i	i	i	i	i
CCCN(CCC)c1ncnc2c1cnn2-c1ccc(OC)cc1	-4	i	1.1	i	1	i	i	i	i	i	i
Cc1nc(CSc2n[nH]c(=O)n2-c2cccc(F)c2)cs1	14	i	0.0	i	0	i	i	i	i	i	i
O=C(Nc1ccc(F)cc1)c1cc(S(=O)(=O)N2CCCCC2)ccc1F	-37	i	0.3	i	0	i	i	i	i	i	i
COc1ccc(C(=O)Nc2ccc(Nc3ccccc3)cc2)cc1[N+](=O)[O-]	-2	i	0.3	i	20	i	i	i	i	i	i

Grouped by structure, the compounds so far containing a halogen.
SMILES	Platelet DG rel	TRPC6 activator	HIF activator	TRPC4 inh	SKKanGAS inh	MrgX1 PAM	MrgX1 ag	MrgX1 antag	RGS4 block	TRPC6 inhibitor	RGS4 act
Clc1ccc(-c2ccc(C=Nc3ccc(N4CCOCC4)cc3)o2)c(Cl)c1	2	i	-0.4	i	-4	i	i	i	5.4*	i	i
CCOC(=O)C1(Cc2cccc(F)c2)CCN(C(=O)c2ccoc2C)CC1	-17	i	-53	i	-11	i	i	i	i	i	i
COc1ccc(NCc2ccc3c(c2)OCO3)cc1Cl	3	i	0.0	i	-5	i	i	i	i	i	i
CCn1c(CNc2ccccc2Cl)nnc1SCC(=O)OC1CCCCC1	7	i	0.0	i	-8	i	i	i	i	i	i
Cc1c(Cl)c([N+](=O)[O-])nn1CCCC(=O)Nc1cc(Cl)ccc1Cl	13	i	-0.5	i	-3	i	i	i	i	i	i
Cc1nc(CSc2n[nH]c(=O)n2-c2cccc(F)c2)cs1	14	i	0.0	i	0	i	i	i	i	i	i
O=C(Nc1ccc(F)cc1)c1cc(S(=O)(=O)N2CCCCC2)ccc1F	-37	i	0.3	i	0	i	i	i	i	i	i

From PubChem
